Source: PubChem BioAssay (several laboratories)
CSN deneddyl inh – CSN deneddylation inhibition; Q92905; Purified CSN, SCF-Nedd8-OG deneddylation, fluorescence polarization; inhibition, % at 12.5 µM; hit rate 0.38% among 360,000;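 active = pattern-corrected inhibition above about 35%, with an unprinted fluorescence ratio check between 0.5 and 1.5, limit read from the data, passing the limit was not always enough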;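 also: 0% = enzyme with substrate and 100% = substrate without enzyme; some results filed as inactive read as strong as hits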
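Test system: purified human Csn5 enzyme expressed in HEK293T cells. Amount: 0.24 nM enzyme. Reagent: SCFSkp2-Nedd8OG substrate at 10 nM final. Schedule: 90 min incubation of compound, enzyme and substrate at room temperature. Detection: fluorescence polarization. Read-out: % inhibition of substrate cleavage by Csn5.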
eLon inh – E. coli protease La inhibition; P0A9M0; purified E. coli Lon protease, fluorescence polarization; inhibition, % at 7.94 µM; hit rate 0.42% among 360,000; AID 602123; in the data active = inhibition above about 13%, passing the limit was not always enough;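 also: 0% = enzyme with probe and DMSO and 100% = no enzyme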
Rin1 Abl inh – inhibitors of human Rin1-Abl protein interaction | P00519+Q13671 | TR-FRET Rin1/Abl binding, biochemical | inhibition, % at 7.35 µM | hit rate 0.4% among 360,000; in the data active = inhibition above about 5%, passing the limit was not always enough
bovine MsrA act – bovine methionine sulfoxide reductase A activation. activation, % at 10.6 µM. purified bovine MsrA, absorbance read-out. hit rate 0.3% among 360,000; in the data active = activation above about 7.5%;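 also: 0% = vehicle and 100% = reference activator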
MT1-MMP act inh – inhibitors of human MT1-MMP activation; P50281; HT1080 RFP-PRO-GFP cells, GFP/RFP ratio fluorescence, overnight; percent of plate control window, DMSO zero; GFP/RFP ratio change, % at 20 µM; hit rate 0.061% among 360,000; AID 651647;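 active = GFP/RFP ratio change of at least 30% with cell ATP level not reduced by more than half and red fluorescence within 50% of control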; also: strong numbers were not always called active
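system = RFP-PRO-GFP reporter HT1080 cells | dosing = 20 µM single dose, 1% DMSO | timing = overnight cell settling, then overnight compound exposure, 37 °C, 5% CO2 | read-out basis = GFP/RFP fluorescence ratio | controls = DMSO and RFP-L50D-GFP cell wells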
FAS-TE inh – FAS thioesterase (human) inhibition; AID 602261; recombinant FAS-TE, OMFH fluorogenic substrate, fluorescence endpoint; hit rate 0.67% among 360,000; inhibition, % at 15 µM; P49327;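 active = compounds whose normalised, plate-corrected inhibition of enzyme fluorescence in the single-dose primary screen is 50% or more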;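 also: 0% = DMSO with enzyme and 100% = substrate without enzyme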
Rpn11 inh – blocks the human proteasome subunit Rpn11 | O00487 | human 26S proteasome, Ub4-pepOG fluorescence polarization; 20S core pre-blocked with epoxomicin | calls only at 20 µM | hit rate 0.59% among 360,000 | AID 588493;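 active = inhibition at 20 µM, scaled to each plate's controls, above about 33%, limit read from the data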
Target sequence (O00487 whole entry, looked up): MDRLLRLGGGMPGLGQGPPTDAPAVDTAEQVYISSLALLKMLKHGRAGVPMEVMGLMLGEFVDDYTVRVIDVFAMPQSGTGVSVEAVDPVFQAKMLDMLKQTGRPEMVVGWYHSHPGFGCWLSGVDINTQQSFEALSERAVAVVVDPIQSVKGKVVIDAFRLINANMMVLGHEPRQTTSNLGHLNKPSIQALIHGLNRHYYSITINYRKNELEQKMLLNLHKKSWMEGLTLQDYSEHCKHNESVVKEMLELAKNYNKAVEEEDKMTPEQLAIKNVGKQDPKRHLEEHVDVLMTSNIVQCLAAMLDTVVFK
PABP1 MLLE inh – blocks PAM2 peptide binding to the PABP1 MLLE domain. P11940. GST-MLLE / FITC-PAM2 fluorescence polarization. inhibition, % at 20 µM. hit rate 0.36% among 360,000; in the data active = inhibition above about 35%, passing the limit was not always enough;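 also: plate controls were DMSO wells with GST-MLLE for no effect and wells lacking GST-MLLE protein for full effect; some results filed as inactive read as strong as hits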
Target sequence (P11940 whole entry, looked up, the tested form may be a part): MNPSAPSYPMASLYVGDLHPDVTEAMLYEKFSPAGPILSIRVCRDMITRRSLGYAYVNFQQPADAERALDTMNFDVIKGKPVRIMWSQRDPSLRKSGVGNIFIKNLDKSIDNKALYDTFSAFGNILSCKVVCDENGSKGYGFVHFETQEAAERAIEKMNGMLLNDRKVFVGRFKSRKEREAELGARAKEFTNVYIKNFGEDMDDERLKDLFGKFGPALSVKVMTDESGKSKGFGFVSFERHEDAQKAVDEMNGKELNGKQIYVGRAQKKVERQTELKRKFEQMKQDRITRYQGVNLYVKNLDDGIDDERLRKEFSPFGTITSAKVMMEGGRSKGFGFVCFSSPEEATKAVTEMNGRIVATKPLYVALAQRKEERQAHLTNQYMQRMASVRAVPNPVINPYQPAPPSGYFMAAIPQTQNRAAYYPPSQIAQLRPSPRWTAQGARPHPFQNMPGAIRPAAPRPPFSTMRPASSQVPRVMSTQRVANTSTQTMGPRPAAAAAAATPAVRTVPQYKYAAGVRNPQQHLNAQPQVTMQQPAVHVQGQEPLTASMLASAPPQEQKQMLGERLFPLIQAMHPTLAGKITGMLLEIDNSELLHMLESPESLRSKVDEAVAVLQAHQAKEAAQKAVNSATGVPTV
MsrA inhibitor – inhibits bovine methionine sulfoxide reductase A; purified bovine MsrA, absorbance read-out; inhibition, % at 15.5 µM; hit rate 0.75% among 360,000; in the data active = inhibition above about 4.5%;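 also: 0% = vehicle wells with enzyme and 100% = reference inhibitor wells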
Numbers without * were called inactive; i = inactive; · = no result given.

SMILES	CSN deneddyl inh	eLon inh	Rin1 Abl inh	bovine MsrA act	MT1-MMP act inh	FAS-TE inh	Rpn11 inh	PABP1 MLLE inh	MsrA inhibitor
CCOC(=O)c1c(C)[nH]c(C)c1C(=O)COC(=O)COc1ccc(Cl)c(C)c1	4	-2	-4	0	0	20	i	6	-0.2
CC(=O)c1c(N)nc2n(c1=O)CCCCC2	-1	-3	-2	-5	2	-9	i	-1	0.1
Cc1cc(NC(=O)C(C)SCC(=O)Nc2cc(C(F)(F)F)ccc2N2CCOCC2)no1 (configuration not stated)	0	-7	4	-5	1	-3	i	1	-0.4
COc1ccccc1NC(=O)CN1CCN(c2ccccc2F)CC1	5	-5	1	-11	·	6	i	0	-0.6
CC1(C)CC2(CCO1)OC(=O)CC2C(=O)Nc1ccc(Br)cc1 (configuration not stated)	1	-1	-2	-3	1	-1	i	8	-0.7
O=C(Nc1ccc(C(=O)NN2C(=O)c3ccccc3C2=O)cc1)c1ccccc1	-2	6	6	-9	2	-3	i	7	-0.4
CCOc1ccccc1C(=O)N[C@H](C(=O)NNC(=O)c1cccs1)C(C)C	-2	-17	-1	-2	-1	3	i	13	-0.7
C=CCN1C(=O)/C(=C\c2ccc(Oc3nc(N4CCOCC4)nc(N4CCOCC4)n3)c(OC)c2)SC1=S	0	-12	2	-3	1	27	i	-3	1.2
NC(=O)CSc1nnc(COc2ccccc2)n1Cc1ccco1	-2	-1	-1	-4	2	-3	i	-49	-1.0
CC(C)(CNC(=O)c1cccc(S(=O)(=O)NCc2ccccc2)c1)N1CCOCC1	1	3	2	-2	2	0	i	0	-0.3
CC(NC(=O)c1cc(F)c(F)cc1Cl)C1CC2CCC1C2 (configuration not stated)	0	-2	1	-1	-2	8	i	15	-1.4
O=C(c1ccccc1F)N1CCN(S(=O)(=O)c2ccc3c(c2)OCCO3)CC1	0	-2	-2	0	-1	2	i	-6	0.5
O=C1/C(=C/c2cccs2)Cc2ccccc21	-15	-1	-6	-6	-7	-3	i	-12	1.3
NC(=O)CC(NC(=O)Cc1ccc(Br)cc1)c1ccc(NC2CCC2)c([N+](=O)[O-])c1 (configuration not stated)	3	-18	1	-3	2	2	i	-21	-0.4
CN(C(=O)COC(=O)c1cn(-c2ccccc2)nc1-c1ccccc1)C1CCS(=O)(=O)C1 (configuration not stated)	8	-16	-1	0	-4	3	i	9	1.3
O=C(C1CCCCC1)N1C[C@@H](O)[C@H](n2cc(C3CC3)nn2)C[C@@H]1c1ccccc1	0	-5	-1	-9	1	-3	i	-10	0.6
CC(C)CN(C(=O)CCc1ccccc1)c1c(N)n(CC(C)C)c(=O)[nH]c1=O	-1	-4	4	-7	12	-7	i	-6	0.5
O=C(c1ccc(N2CCN(C(=O)c3ccc(F)c(F)c3)CC2)cc1)c1cccc(F)c1	2	-2	0	0	1	30	i	-7	2.3
CCCCNC(=O)C1(C)CCN1C(=O)c1oc2ccccc2c1C (configuration not stated)	-6	7	3	-1	-2	-2	i	-4	-0.8
COc1ccc(CCNC(=O)CC(NC(=O)c2ccccc2Cl)c2ccccc2)cc1 (configuration not stated)	-3	-18	0	-3	-2	-9	i	17	1.1
CCCCn1nc2cc(C(=O)NCCc3cccs3)ccc2c1OCC	0	-12	1	-2	2	-4	i	-3	-0.4
COc1ccc2c(c1)CCc1c(C(=O)N3CCc4ccccc4C3)noc1-2	0	-3	-2	-1	-1	31	i	10	0.4
N#CC(C#N)=C(Nc1ccc(F)cc1)SCc1cccc(Br)c1	-7	-2	2	-8	-47	48	i	-3	1.6
CC(NC(=S)Nc1ccc(Cl)cc1Cl)C(c1cccs1)N1CCCC1 (configuration not stated)	-1	-1	0	-1	-4	17	i	25	0.7
O=C(O)c1cc([N+](=O)[O-])c(NCCC2=CCCCC2)c([N+](=O)[O-])c1	1	-6	2	-1	4	-16	i	8	-0.2
Next section.
SMILES	CSN deneddyl inh	eLon inh	Rin1 Abl inh	bovine MsrA act	MT1-MMP act inh	FAS-TE inh	Rpn11 inh	PABP1 MLLE inh	MsrA inhibitor
S=c1[nH]nc(Cc2n[nH]c(=S)n2-c2ccccc2)n1-c1ccccc1	-3	-4	-3	6	-2	-1	i	5	1.3
O=C(CCCN1C(=O)/C(=C/c2cccs2)SC1=S)NNC(=O)c1cccnc1	12	-3	-3	-7	1	-5	i	-47	1.6
C#CCOCCOCCOCCNc1nc(N2CCN(C(=O)Cn3cc(CCCN=C(N)N)nn3)CC2)nc(N2CCN(C(=O)[C@H]([C@@H](C)CC)n3cc(CCCCN)nn3)CC2)n1	3	13	6	-1	9	-8	i	-5	-1.3
COc1ccc(N2C(=O)CCC(C(=O)N3CCN(c4ccccn4)CC3)C2c2ccc(F)cc2)cc1 (configuration not stated)	0	-2	-2	-7	-1	-1	i	11	-0.7
O=C(Nc1nnc([C@@H]2C[C@H](O)[C@@H](CO)O2)s1)Nc1ccccc1C(F)(F)F	2	-15	-5	0	-2	-3	i	7	-0.2
CC(C)CN(CCNC(=O)CN1C(=O)CSc2ccc(S(=O)(=O)N3CCOCC3)cc21)CC(C)C	-13	-4	-4	-5	-2	-8	i	-1	-0.3
O=C(O)COc1c(-c2ccco2)oc2ccccc2c1=O	3	1	0	-4	0	0	i	5	3.3
Cc1cccc(/C(N)=N/OC(=O)CCC2CCCCC2)c1	1	-4	3	4	12	14	i	4	0.1
CC(Sc1ccc(Cl)cc1)C(=O)NCC1CCCO1 (configuration not stated)	1	-8	-4	-12	0	-3	i	9	0.2
Cc1ccc(S(=O)(=O)N2CCN(C(=O)c3ccc(N4CCC(C)CC4)c([N+](=O)[O-])c3)CC2)cc1	-6	-7	3	-2	2	54*	i	0	-1.2
COc1cccc(OCCOc2ccccc2[N+](=O)[O-])c1	1	3	0	-11	5	16	i	13	-0.9
COc1ccc(NC(=O)CN(C)S(=O)(=O)c2ccccc2)cc1	0	-4	0	-2	-7	-7	i	-4	-0.1
COc1ccc(/C=C/c2n[nH]c(=O)c(C#N)c2C)cc1	4	11	4	-5	0	-2	i	-15	1.0
COc1ccccc1CCNC(=O)c1cccc(NC(=O)CC2SC(N3CCCCC3)=NC2=O)c1 (configuration not stated)	4	-2	0	-1	0	-6	i	14	0.6
OCc1cn(-c2ccccc2)nc1-c1ccco1	-1	-13	0	-1	2	-8	i	18	0.0
CC(C)(C)NC(=O)C(c1ccncc1)N(C(=O)Cn1nnc(-c2cccs2)n1)C1CCCCC1 (configuration not stated)	1	-6	0	-4	2	-5	i	2	0.5
Cc1ccc(/C=N/Nc2ncc(Cl)cc2Cl)s1	-2	2	-4	-5	0	-2	i	-18	3.7
CCC(Sc1nc2ccccc2s1)C(=O)Nc1cc(C)on1 (configuration not stated)	4	-2	-3	-5	0	1	i	12	0.0
COc1cccc(/C=C2/SC(=S)N(CC(=O)NC3C=CS(=O)(=O)C3)C2=O)c1 (configuration not stated)	-1	-8	-2	-2	2	-6	i	36	0.6
O=C1CN(C(=O)COC(=O)CCSc2ccccc2Cl)c2ccccc2N1	-2	-11	-1	-1	4	5	i	22	0.6
CCCCOCCCNC(=O)C[C@@H]1C[C@@]2(C(=O)OCC)CCC=C2N(Cc2ccc(Cl)cc2Cl)C1=O	-4	1	·	1	-3	-1	·	·	-0.2
CC(C)Oc1ccc(OCCSc2nc3ccccc3n2CC(=O)O)cc1	-3	-7	1	-4	-2	9	i	-85	0.1
CC(=NCC1CCNCC1)C1=C(O)CC(C)(C)CC1=O	0	-12	-1	-1	1	-8	i	-5	-0.1
COc1cccc(CN2CCN(C(=O)c3cccc4ccccc34)CC2)c1OC	2	-7	4	-3	-2	1	i	4	1.9
O=C(CC1N=C2c3ccccc3N=C(SCc3ccccc3Cl)N2C1=O)NCc1ccco1 (configuration not stated)	6	3	-6	0	-5	13	i	18	0.4
Additional results.
SMILES	CSN deneddyl inh	eLon inh	Rin1 Abl inh	bovine MsrA act	MT1-MMP act inh	FAS-TE inh	Rpn11 inh	PABP1 MLLE inh	MsrA inhibitor
Cc1nc(N2CCN(c3ccccn3)CC2)c2c(C)c(C(=O)Nc3ccc(F)c(Cl)c3)sc2n1	-4	-10	3	-5	0	37	i	-4	-0.8
CCOC(=O)C1=C(C)N(CCO)C(=O)NC1c1cccc(O)c1 (configuration not stated)	-1	-2	0	-2	2	-6	i	-7	0.2
CCOc1ccccc1NC(=O)COC(=O)Cc1cccs1	-5	1	0	-6	0	-1	i	-2	-0.1
CN1CCN(c2ccc(S(=O)(=O)N3CCCCC3)cc2NC(=O)COc2ccc(F)cc2)CC1	-4	-4	-2	1	-2	-1	i	-31	-0.3
CCC(Sc1nc2sc(C(=O)OC)c(C)c2c(=O)n1N)C(=O)N(CC)CC (configuration not stated)	7	9	-2	0	3	-1	i	-10	-1.2
Cc1onc(-c2ccccc2)c1C(=O)NC(C)CCc1ccccc1 (configuration not stated)	1	-7	0	0	-2	3	i	-7	-0.1
Cc1cccnc1NC(=S)NCCc1ccccc1	6	0	4	-3	0	14	i	-7	1.2
COc1ccc(NC(=O)CN(C)CCOc2ccc(Cl)cc2)cc1OC	-3	8	1	0	1	-3	i	4	0.8
CCCNC(=O)CSc1nc(-c2cccs2)cc(C(F)(F)F)n1	3	-10	-2	-12	-2	-6	i	11	1.6
CCOC(=O)N1CCN(C(=O)c2cnn3c(C)c(Cc4ccc(C)cc4)c(C)nc23)CC1	0	7	1	-5	1	-5	i	2	·
CCn1c(O)c2ccc(C(=O)N=NC(=O)c3cccnc3)cc2c1O	-3	-10	0	-3	3	-9	i	0	-0.6
O=C(Nc1cccnc1)c1ccc(CSc2ccccc2)cc1	-4	-1	0	-5	4	-2	i	10	-0.9
O=C(O)Cn1nnc(COc2ccccc2)n1	0	-1	0	-1	-3	-8	i	-3	-0.8
Cc1c(C(=O)Nc2cccc([N+](=O)[O-])c2)cnn1-c1ccccc1	-1	-7	0	-3	3	18	i	-5	0.3
COc1ccc(-c2cc(=O)[nH]c(=S)[nH]2)cc1	0	-5	3	2	-3	-3	i	35	1.4
O=c1oc(-c2ccccc2F)nc2c1cnn2-c1ccccc1	7	6	3	0	-2	18	i	8	-0.1
COc1ccccc1NC(=O)c1cc[n+]([O-])cc1	1	-3	1	-3	2	-6	i	9	0.7
CCCN1C2CCCC1CC(NC(=S)Nc1cccc(C)c1)C2 (configuration not stated)	-2	13	2	-1	3	-2	i	11	0.1
CCc1nc2ccc(C(=O)N3CCN(c4cccc(C)c4C)CC3)cc2nc1CC	0	3	-3	1	-1	25	i	-1	-0.1
CCOC(=O)c1nn(-c2ccc(F)cc2)c2nc(Nc3ccccc3)cc(=O)n12	4	7	4	-11	-2	-1	i	-7	-1.5
